Screens as filed in PubChem BioAssay.
MT1-MMP act inh = MT1-MMP (human) activation inhibition | P50281 | HT1080 RFP-PRO-GFP cells, GFP/RFP ratio fluorescence, overnight; percent of plate control window, DMSO zero | GFP/RFP ratio change, % at 20 µM | 0.061% of 360,000 active | AID 651647;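 active = GFP/RFP ratio change of at least 30% with cell ATP level not reduced by more than half and red fluorescence within 50% of control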; note: strong numbers were not always called active
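Compound: 20 µM single dose, 1% DMSO / System: HT1080 RFP-PRO-GFP cells / Controls: DMSO and RFP-L50D-GFP cell wells / Read-out basis: GFP/RFP fluorescence ratio / Schedule: overnight compound exposure at 37 °C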
Neddyl block = inhibitors of human cullin neddylation; P61081+Q13564; TR-FRET cullin neddylation, biochemical; calls only at 25 µM; 0.58% of 360,000 active; AID 651699; in the data active = inhibition above about 36%
Rin1-Abl PPI inh = blocks binding of human Rin1 to Abl. AID 588664. 0.4% of 360,000 active. TR-FRET Rin1/Abl binding, biochemical. inhibition, % at 7.35 µM; in the data active = inhibition above about 5%, passing the limit was not always enough
Target sequence (P00519 whole entry, looked up): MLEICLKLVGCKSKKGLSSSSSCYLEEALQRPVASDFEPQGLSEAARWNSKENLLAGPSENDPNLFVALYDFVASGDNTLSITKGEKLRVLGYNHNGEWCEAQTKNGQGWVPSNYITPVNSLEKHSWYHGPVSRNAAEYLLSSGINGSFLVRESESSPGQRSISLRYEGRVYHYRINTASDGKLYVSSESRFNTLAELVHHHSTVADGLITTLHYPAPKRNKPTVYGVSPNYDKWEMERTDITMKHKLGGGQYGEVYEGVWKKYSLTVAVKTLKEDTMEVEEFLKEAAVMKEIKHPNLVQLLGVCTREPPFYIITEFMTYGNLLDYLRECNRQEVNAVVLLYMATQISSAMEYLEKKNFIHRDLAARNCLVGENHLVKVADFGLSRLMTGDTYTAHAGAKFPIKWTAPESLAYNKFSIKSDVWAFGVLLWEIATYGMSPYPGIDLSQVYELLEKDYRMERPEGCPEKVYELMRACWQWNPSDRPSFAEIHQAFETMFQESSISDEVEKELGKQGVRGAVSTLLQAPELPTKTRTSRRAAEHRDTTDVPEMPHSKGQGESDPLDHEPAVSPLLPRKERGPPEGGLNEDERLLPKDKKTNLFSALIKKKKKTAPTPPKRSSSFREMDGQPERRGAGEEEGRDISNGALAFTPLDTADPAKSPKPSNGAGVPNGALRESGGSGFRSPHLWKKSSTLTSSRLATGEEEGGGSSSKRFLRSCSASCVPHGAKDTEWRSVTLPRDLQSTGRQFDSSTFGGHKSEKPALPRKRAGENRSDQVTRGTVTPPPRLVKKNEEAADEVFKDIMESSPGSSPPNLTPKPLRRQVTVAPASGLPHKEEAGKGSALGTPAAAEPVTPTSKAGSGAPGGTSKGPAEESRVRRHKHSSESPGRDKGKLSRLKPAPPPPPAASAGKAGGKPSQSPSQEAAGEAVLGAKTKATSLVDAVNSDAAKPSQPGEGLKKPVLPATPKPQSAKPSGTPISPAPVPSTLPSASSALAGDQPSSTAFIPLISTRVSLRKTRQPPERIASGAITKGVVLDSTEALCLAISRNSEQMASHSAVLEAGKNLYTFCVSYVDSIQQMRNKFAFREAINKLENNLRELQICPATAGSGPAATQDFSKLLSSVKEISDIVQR
Target sequence (Q13671 whole entry, looked up): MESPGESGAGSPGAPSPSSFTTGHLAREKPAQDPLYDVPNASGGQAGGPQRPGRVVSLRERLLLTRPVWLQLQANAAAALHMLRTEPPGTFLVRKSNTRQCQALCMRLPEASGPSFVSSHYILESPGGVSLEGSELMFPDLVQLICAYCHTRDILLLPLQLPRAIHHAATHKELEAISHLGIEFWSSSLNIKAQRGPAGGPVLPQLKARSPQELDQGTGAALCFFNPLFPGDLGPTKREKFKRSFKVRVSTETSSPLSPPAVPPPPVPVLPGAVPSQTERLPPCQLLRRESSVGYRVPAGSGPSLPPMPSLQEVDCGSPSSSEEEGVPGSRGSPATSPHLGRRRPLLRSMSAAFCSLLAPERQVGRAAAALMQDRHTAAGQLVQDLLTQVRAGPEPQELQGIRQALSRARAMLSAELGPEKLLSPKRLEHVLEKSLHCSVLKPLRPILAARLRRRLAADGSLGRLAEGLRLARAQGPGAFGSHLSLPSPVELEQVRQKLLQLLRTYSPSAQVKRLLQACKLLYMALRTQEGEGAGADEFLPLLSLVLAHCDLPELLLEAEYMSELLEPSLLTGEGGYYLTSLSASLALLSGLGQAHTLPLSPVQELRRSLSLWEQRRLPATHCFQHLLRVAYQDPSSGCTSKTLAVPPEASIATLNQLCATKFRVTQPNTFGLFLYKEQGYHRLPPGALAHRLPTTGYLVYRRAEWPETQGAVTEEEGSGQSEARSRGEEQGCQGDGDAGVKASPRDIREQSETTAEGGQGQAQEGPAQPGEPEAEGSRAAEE
MsrA inhibitor = inhibits bovine methionine sulfoxide reductase A; purified bovine MsrA, absorbance read-out; inhibition, % at 15.5 µM; 0.75% of 360,000 active; AID 651718; in the data active = inhibition above about 4.5%;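 note: 0% = vehicle wells with enzyme and 100% = reference inhibitor wells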
eLon inh = E. coli protease La inhibition. P0A9M0. purified E. coli Lon protease, fluorescence polarization. inhibition, % at 7.94 µM. 0.42% of 360,000 active; in the data active = inhibition above about 13%, passing the limit was not always enough;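 note: 0% = enzyme with probe and DMSO and 100% = no enzyme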
NRP1-CendR mod = alters CendR peptide binding to human NRP-1. O14786. FAM-RPARPAR peptide binding to NRP-1, fluorescence polarization. inhibition, % at 25 µM. 0.85% of 360,000 active. AID 602438;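 active = inhibition or corrected inhibition above about 18%, plus a signal ratio from 0.5 to 1.5, limit read from the data, passing the limit was not always enough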; note: strong numbers were not always called active
SKN-1 block = C. elegans SKN-1 inhibition | 0.49% of 360,000 active | inhibition, % at 21.8 µM | C. elegans VP596 Pgst-4::GFP/RFP ratio, acrylamide-induced, 24 h;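 active = interference check ratio from 0.5 to 1.5 plus GFP to RFP signal ratio inhibition reaching or exceeding a fixed threshold, cut at about 30% in these data, passing the limit was not always enough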; note: some compounds called inactive have numbers as strong as hits
FAS TE block = blocks the thioesterase domain of human fatty acid synthase | P49327 | recombinant FAS-TE, OMFH fluorogenic substrate, fluorescence endpoint | inhibition, % at 15 µM | 0.67% of 360,000 active;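 active = compounds whose normalised, plate-corrected inhibition of enzyme fluorescence in the single-dose primary screen is 50% or more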;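 note: 0% = DMSO with enzyme and 100% = substrate without enzyme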
MsrA act = activates bovine MsrA enzyme; purified bovine MsrA, absorbance read-out; activation, % at 10.6 µM; 0.3% of 360,000 active; AID 602163; in the data active = activation above about 7.5%;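 note: 0% = vehicle and 100% = reference activator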
Starred values were filed as active, the others as inactive; i = inactive; . = no result given.

SMILES	MT1-MMP act inh	Neddyl block	Rin1-Abl PPI inh	MsrA inhibitor	eLon inh	NRP1-CendR mod	SKN-1 block	FAS TE block	MsrA act
Cc1nc(-c2ccccn2)nc(SCC(=O)c2ccc(F)cc2)c1Cl	15	i	-1	0.6	7	-9	-12	12	-6
CN(Cc1ccccc1)C(=O)COC(=O)Cn1cnc2ccccc21	1	i	-3	0.5	12	4	2	-5	-5
CCCCCCCCCC(=O)N[C@@H]1c2cc(OC)c(OC)cc2C[C@H]1O	2	i	1	-0.1	-4	-2	16	3	-5
CC[C@@](C)(NS(=O)(=O)OCC(Cl)(Cl)Cl)c1ccccc1	-2	i	-1	-0.5	2	2	-4	11	-1
O=C(Nc1ccc2c(c1)OCCO2)C1CCCC1	3	i	2	-1.3	-2	-7	22	-4	-2
O=C(NC1CCS(=O)(=O)C1)c1cccc(S(=O)(=O)N2CCOCC2)c1 (configuration not stated)	8	i	-3	-0.8	-9	-8	6	-8	-3
CC12CCC(=O)N1C(C(=O)NNC(=O)c1ccc(Cl)cc1)CS2 (configuration not stated)	-1	i	1	0.0	-3	-4	-1	-4	7
Cc1ccc(NC(=S)N(CCN(C)C)C(C)c2cccnc2)cc1 (configuration not stated)	5	i	3	-0.4	-5	5	11	-4	-4
CCN(c1ccccc1)S(=O)(=O)c1ccc(OCC(F)(F)F)c(NC(=O)c2ccc(=O)[nH]c2)c1	3	i	2	-0.2	-7	11	-5	-10	1
COCc1cccc(C2=CC(=O)C[C@H](c3ccc(OC)cc3)C2)c1	4	i	-1	-0.2	-6	-2	11	16	-3
CC(=O)N(C)c1ccc(NC(=O)C(Sc2ccccc2)c2ccccc2)cc1 (configuration not stated)	5	i	3	1.8	-4	1	1	7	-3
CCOC(=O)c1ccc(NC(=O)CC2SCCNC2=O)cc1 (configuration not stated)	2	i	1	0.2	1	-12	17	0	1
COC(=O)/C=C1\SC(=NC(=O)c2cccc(Cl)c2)NC1=O	0	i	1	0.2	-6	-23	1	-3	-10
Cc1ccc(C(=O)OCC(=O)NNC(=O)COc2ccc(Cl)cc2)c(O)c1	2	i	-2	-1.7	1	-8	-9	-1	1
O=C(CCN1CCN(CCO)CC1)Nc1ccc(Br)cc1	1	i	2	0.3	8	-11	-4	-11	-7
c1cc(-c2ccc3nncn3c2)ccc1CN1CCOCC1	-6	i	3	1.0	7	-15	-6	-8	-13
CN1CCN(CCCNC(=O)c2ccc3c(c2)N(Cc2ccc(F)cc2)CCS3)CC1	-1	i	-6	1.7	2	7	4	-4	-3
CCCN(CCC)CCCNC(=O)c1cc2c(=O)n(C)c3ccccc3c2n1C	5	i	-2	0.1	-1	-2	-16	-2	-1
O=C(CNC(=O)c1ccc(Cl)cc1Cl)OCN1C(=O)c2ccccc2C1=O	-5	i	4	-1.3	-3	7	-8	2	-9
CCOC(=O)N1CCC(N2CC34C=CC(O3)C(C(=O)Nc3ccc(OCC)cc3)C4C2=O)CC1 (configuration not stated)	11	i	-3	0.8	7	2	-7	-4	-7
COC(=O)c1ccc2c(=O)n(CCCCCC(=O)NCCNC(C)=O)c(=O)[nH]c2c1	-4	i	-4	0.8	2	2	1	-4	-6
O=C(COC(=O)c1nn(-c2ccccc2)c(=O)c2ccccc12)NC1CCS(=O)(=O)C1 (configuration not stated)	1	i	-1	.	-2	7	-3	-4	-2
Nc1ccc(-c2nc(-c3ccccc3)nc3ccccc23)cc1	-2	.	4	1.8	-1	10	-11	18	-4
COc1ccc(C2C(C(=O)N3CCOCC3)=C(C)NC3=C2C(=O)CC(C)(C)C3)c(OC)c1 (configuration not stated)	2	.	3	1.8	-6	10	-43	-8	1
Cn1nc(C(F)(F)F)c(C(=O)Nc2cccc(C(F)(F)F)c2)c1SCc1ccc(Cl)cc1	-7	i	-1	0.8	-1	0	17	39	-2
O=C(c1cc(C2CCCCN2C(=O)OCCF)on1)N1CCOCC1 (configuration not stated)	2	i	0	0.6	-5	-1	8	-6	-3
C=CCOCC(O)CS(=O)(=O)Cc1ccc(Cl)cc1 (configuration not stated)	7	i	1	0.2	1	0	1	-1	-5
COc1ccccc1NS(=O)(=O)c1ccc(C)c(C(=O)NCCCN2CCCC2=O)c1	1	i	2	-1.2	1	2	-12	-2	-12
O=C1CC(SC2=NCCS2)C(=O)N1c1cccc(Cl)c1Cl (configuration not stated)	1	i	1	1.5	14	7	6	0	5
CCOc1ccc(CC(C(=O)NN)C(=O)NN)cc1CN(C)C	3	i	1	0.0	-4	11	-2	-8	-8
COc1ccc(N2CCN(C(=O)NC3CCCCC3)CC2)cc1	0	i	-2	0.1	-7	2	-14	-5	-5
CCOC(=O)c1c(NC(=O)Cn2nc(C(=O)O)c3ccccc3c2=O)sc(CC)c1C	3	i	1	-0.5	-7	4	2	4	4
Cn1c(N)c(C(=O)N/N=C/c2ccccc2)sc1=S	5	i	-3	-0.3	-2	-7	31	3	-1
CCC(C)(C)n1nnnc1C(c1ccc(C)cc1)N1CCCC1 (configuration not stated)	-3	i	0	0.3	0	4	7	-5	-2
O=C(O)Cc1ccc2[nH]c3ccc(CC(=O)O)cc3c2c1	3	i	3	1.1	2	-2	-33	-5	-1
CN(C(=O)CSc1nc2ccccc2c(=O)n1-c1ccccc1F)C1CCS(=O)(=O)C1 (configuration not stated)	1	i	0	0.9	-1	-1	-10	-8	-2

Reformatted bar-delimited: part of the list above.
SMILES | MT1-MMP act inh | Neddyl block | Rin1-Abl PPI inh | MsrA inhibitor | eLon inh | NRP1-CendR mod | SKN-1 block | FAS TE block | MsrA act
CN1CCN(CCCNC(=O)c2ccc3c(c2)N(Cc2ccc(F)cc2)CCS3)CC1 | -1 | i | -6 | 1.7 | 2 | 7 | 4 | -4 | -3
CCCN(CCC)CCCNC(=O)c1cc2c(=O)n(C)c3ccccc3c2n1C | 5 | i | -2 | 0.1 | -1 | -2 | -16 | -2 | -1

More structures
SMILES	MT1-MMP act inh	Neddyl block	Rin1-Abl PPI inh	MsrA inhibitor	eLon inh	NRP1-CendR mod	SKN-1 block	FAS TE block	MsrA act
Cn1c(NNC(=O)C2CCCCC2)cc(=O)n(C)c1=O	2	i	2	0.2	-8	6	-2	0	-5
Cc1ccc(NC(=O)CN(C)C(=O)C2CC(=O)N(Cc3ccccc3)C2)cc1 (configuration not stated)	1	i	0	0.5	-10	4	10	-2	0
COc1ccccc1N1CC(C(=O)OCC(=O)Nc2cc(C)on2)CC1=O (configuration not stated)	-2	i	2	-1.1	-14	9	-8	-4	-5
Cc1cc(C(=O)c2cnc(/N=C/N(C)C)s2)cc(C)c1O	11	i	1	3.8	2	6	18	-4	-2
COc1ccc(C(=O)NN/C(C)=C/C(=O)c2ccccc2)cc1	-3	i	-1	0.9	5	4	0	2	-1
COc1nc(SCC(=O)Nc2ccccc2Cl)nc(N(C)C)n1	-1	i	-2	-0.4	6	8	-13	-6	-9
Cc1ccc(S(=O)(=O)NC2CC(=O)N(c3ccc4c(c3)OCCO4)C2)cc1 (configuration not stated)	4	i	-1	0.3	-10	2	-4	-5	2
COc1cccc(C(=O)N2CCC[C@H]2C(=O)N2CCC[C@H]2C(=O)N[C@H](C)c2ccccc2)c1	2	i	.	1.8	-2	-7	11	-4	-5
CC(C)c1nnc(NC(=O)CSc2nnc(NC(=O)c3c(F)cccc3F)s2)s1	-3	i	4	1.1	-3	-15	-3	0	-4
O=C(Nc1nncs1)c1cc2c(s1)CCC2	0	i	0	4.5	0	-1	-5	-4	-6
COc1ccccc1N1CCN(C(=O)/C=C/c2ccccc2)CC1	-2	i	0	-0.5	-3	-8	-2	-2	-3
Cc1cc(C)n2nc(SCC(=O)Nc3ccc(F)cc3)nc2n1	2	i	-4	0.3	6	-10	0	-7	-8

Compound profiles (already shown):
Listed for Cc1ccc(NC(=O)CN(C)C(=O)C2CC(=O)N(Cc3ccccc3)C2)cc1 (configuration not stated) : MT1-MMP act inh: 1; Neddyl block: i; Rin1-Abl PPI inh: 0; MsrA inhibitor: 0.5; eLon inh: -10; NRP1-CendR mod: 4; SKN-1 block: 10; FAS TE block: -2; MsrA act: 0
Listed for Cc1ccc(S(=O)(=O)NC2CC(=O)N(c3ccc4c(c3)OCCO4)C2)cc1 (configuration not stated) : MT1-MMP act inh: 4; Neddyl block: i; Rin1-Abl PPI inh: -1; MsrA inhibitor: 0.3; eLon inh: -10; NRP1-CendR mod: 2; SKN-1 block: -4; FAS TE block: -5; MsrA act: 2

Next records.
SMILES	MT1-MMP act inh	Neddyl block	Rin1-Abl PPI inh	MsrA inhibitor	eLon inh	NRP1-CendR mod	SKN-1 block	FAS TE block	MsrA act
O=C(Cc1ccc(F)cc1)Nc1nc(-c2ccc(F)cc2)cs1	-1	i	-1	1.6	-4	5	-1	9	-2
CCOC(=O)CC(C#N)c1c[nH]c2ccccc12 (configuration not stated)	-1	i	5	1.0	-3	7	-7	-16	-13
Cc1cccc(N(CC(O)CN(C)C)S(=O)(=O)c2ccccc2)c1 (configuration not stated)	-12	i	-1	-2.3	-7	3	26	0	-2
Cc1ccc(OCCNC(=O)C(=O)NCc2ccco2)cc1	-3	i	4	-0.2	-6	-15	1	-4	-5
COc1cc(C(=O)Cc2nc3ccccc3n2C)cc(OC)c1OC	1	i	0	-0.2	-15	2	4	-3	-3
CC1CCc2c(ccc3ccccc23)C1=O (configuration not stated)	2	i	4	0.1	3	10	18	3	-6
COc1ccc(CNC(=O)C2CCN(c3nccs3)CC2)cc1	0	i	-19	-0.4	-10	-18	1	-9	-1
CSC1=NC(C(Cl)(Cl)Cl)N=C(c2ccc(C)cc2)N1 (configuration not stated)	-2	i	4	-1.0	3	10	8	6	-1
CN(C)CCCN(C(=O)COc1ccccc1)c1nc2c(Cl)cccc2s1	2	i	1	0.7	1	-4	-12	4	-3
Cc1ccc(NC(=O)CSC(C)C(=O)OCc2cc(=O)oc3cc(O)ccc23)cc1 (configuration not stated)	-2	.	-5	3.5	-2	-23	4	-6	-3
O=C(NNC(=S)Nc1ccccc1C(F)(F)F)c1ccc(Br)o1	1	i	1	1.4	-2	12	-5	-3	-2
Fc1ccc(CN2CCCCCC2)c(F)c1	3	i	2	0.1	0	-2	-11	-9	-6
O=c1cc(CN2CCN(c3ccccc3)CC2)c2cc(O)c(-c3ccccc3)cc2o1	7	i	4	0.4	-1	3	-24	3	-2
CC1CCCN(C2=C(NS(=O)(=O)c3ccc(Br)cc3)C(=O)c3ccccc3C2=O)C1 (configuration not stated)	8	i	-2	1.6	-5	11	6	22	8.9*
Cc1ccc(N(CC(=O)N2CCc3ccccc32)C2=NC(=O)CS2)cc1	-1	i	5	0.3	-5	0	-13	5	-2
CC(=O)Nc1cc(-c2cccnc2)cn2c(-c3cccc(C(F)(F)F)c3)cnc12	0	i	-3	0.3	-11	-9	24	10	-1
Cc1ccnc(SCCn2c(N(C)Cc3ccccc3)nc3c2c(=O)n(C)c(=O)n3C)n1	3	i	4	-0.4	-11	7	-7	-2	-4
Cc1ccc(Cn2nnc(C(=O)Nc3cccc(C)c3C)c2N)cc1	-7	i	-5	2.9	1	-1	-9	5	-2
CN1CCN(C(=O)c2cc3nc(-c4ccccc4)cc(-c4ccccc4)n3n2)CC1	-1	.	-1	0.7	-3	22	-4	-6	2
CCc1ccc(CN2CCCC(C(=O)N3CCCCC3)C2)cc1 (configuration not stated)	4	i	1	1.0	-3	11	0	-6	-7
O=S(=O)(NC1CCN(Cc2ccccc2)CC1)c1ccc(F)c(F)c1	-3	i	2	1.5	-5	-5	2	-6	-3
Cc1sc(N(C(=O)CCc2ccccc2)c2ccc(C(=O)O)cc2)nc1-c1ccccc1	5	i	2	0.1	0	-5	1	-20	-3
Cc1ccc(CS(=O)(=O)CCC(=O)NCCCN2CCCC2=O)cc1	0	i	-1	-0.1	-3	12	-7	-6	0
O=C(O)c1ccccc1NS(=O)(=O)c1ccc(N/N=C/c2cccc(O)c2O)c([N+](=O)[O-])c1	19	i	1	2.8	7	2	7	21	-5
COc1cc(OC)c(OC)cc1CN1CCc2ccccc2C1	-3	i	3	-1.4	-3	8	-13	-10	-3
